# ATG4B inh: blocks human ATG4B protease cleavage of LC3 substrate. ATG4B cleavage of LC3-PLA2, NBD-HPC fluorescence, 1 h. Q9Y4P1. inhibition, % at 8.33 µM. AID 504462. hit rate 0.51% among 340,000; in the data active means inhibition above about 40%
# Target sequence (Q9Y4P1 whole entry, looked up): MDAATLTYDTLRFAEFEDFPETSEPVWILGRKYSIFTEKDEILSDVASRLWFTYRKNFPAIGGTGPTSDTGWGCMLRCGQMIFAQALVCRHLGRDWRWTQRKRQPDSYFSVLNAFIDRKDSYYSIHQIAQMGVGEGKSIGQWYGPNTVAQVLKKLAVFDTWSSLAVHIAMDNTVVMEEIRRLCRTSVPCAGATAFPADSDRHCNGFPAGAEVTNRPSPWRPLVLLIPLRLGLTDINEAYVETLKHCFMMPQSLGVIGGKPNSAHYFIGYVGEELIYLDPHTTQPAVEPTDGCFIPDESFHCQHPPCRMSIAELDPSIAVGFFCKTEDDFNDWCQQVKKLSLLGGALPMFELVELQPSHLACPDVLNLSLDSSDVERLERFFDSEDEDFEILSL
# PfGluPho inh: PfG6PD (Plasmodium falciparum) enzyme inhibition; PfGluPho enzyme, NADPH resazurin-diaphorase fluorescence; inhibition, % at 20 µM; hit rate 0.78% among 350,000; AID 504690;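 active means inhibition reaching at least a set limit at 20 µM in the primary screen, cut at about 59% in these data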;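 further: 0% = DMSO wells with substrate and 100% = DMSO wells lacking glucose-6-phosphate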
# HKDC1 inh: HKDC1 (human) hexokinase inhibition | Q2TB90 | recombinant HKDC1, G6PDH/diaphorase resazurin coupled fluorescence | inhibition, % at 20 µM | hit rate 0.16% among 340,000;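 active means inhibition above about 35% when tested at 20 µM, limit read from the data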;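 further: plate controls were DMSO wells with enzyme for no effect and DMSO wells lacking enzyme for full effect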
#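 System: Recombinant HKDC1 hexokinase | Amount: HKDC1 at 5 µg/mL | Reagent: Glucose with 1 mM ATP | Doses: Single 20 µM dose | Incubation: Reaction time 90 min, room temperature, protected from light | Signal: Coupled resazurin fluorescence, excitation 525 nm, emission 613 nm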
# Active calls of the source: *. An excerpt. The share of hits here may be higher or lower than overall.
SMILES,ATG4B inh,PfGluPho inh,HKDC1 inh
Cc1ccccc1OCC(=O)NC(C)c1ccccc1 (stereo not given),1.2,13.9,-3.6
CCC(C(=O)O)N1C(=O)/C(=C/c2cccn2C)SC1=S (stereo not given),1.2,-14.2,2.2
O=C(Cc1ccccc1)c1ccccn1,5.9,5.9,-1.4
CCCCCCOC(=O)CC1CC(C(C)=O)C1(C)C (stereo not given),-8.9,3.1,-3.7
CCOC(=O)C1=C(COC(=O)c2ccc(OC)c(S(=O)(=O)N3CCOCC3)c2)NC(=O)NC1C (stereo not given),-35.8,6.7,-4.9
Nc1ccccc1C(=O)C[C@H](N)C(=O)O,-1.7,-1.6,-4.0
Cc1noc(C)c1NC(=O)N(C)C[C@H]1Oc2c(cccc2N(C)C)C(=O)N([C@H](C)CO)C[C@@H]1C,8.1,13.3,-1.3
Cc1ccc(S(=O)(=O)N2CCN(C(=O)c3cc(S(=O)(=O)N4CCOCC4)ccc3Cl)CC2)c(C)c1,-7.8,15.9,-1.6
O=C1CCCCC1(CCc1ccncc1)CCc1ccncc1,-8.3,3.9,-6.1
O=[N+]([O-])c1ccc(NS(=O)(=O)c2ccccc2)c(Cl)c1,7.5,-8.4,0.6
CC(C)=C1CCC(C)CC1=NNC(N)=S (stereo not given),-11.5,7.2,-4.1
ON=C1c2ccccc2-c2ccc(O)cc21,-9.8,17.3,9.0
CCCC(=O)n1nc(-c2cccnc2)nc1NCc1ccc(OC)cc1,-5.8,4.3,0.4
COc1cccc(CNc2nc3ccc(NC(C)=O)cc3s2)c1,6.1,-11.9,4.8
COC(=O)c1c(NC2=NS(=O)(=O)c3ccccc32)sc2c1CCC(C(C)(C)C)C2 (stereo not given),-1.5,-8.9,-5.3
CCC(C)NC(=O)C(=O)NC1CCCC1 (stereo not given),3.7,-14.6,-6.9
Cc1nc2c(cnn2CCO)c(=O)[nH]1,5.6,-1.9,-4.0
CCc1nc(N)nc(N)c1-c1ccc(N(C)Cc2ccccc2)c([N+](=O)[O-])c1,-3.5,24.2,2.5
CN(C)c1ccc(S(=O)(=O)NCC(=O)N2CCN(S(=O)(=O)c3cccc(F)c3)CC2)cc1[N+](=O)[O-],-18.9,10.1,7.7
Nc1[nH]c(=O)nc2snnc12,4.4,10.0,-2.2

# Continued, overlapping the part above by two compounds.
SMILES,ATG4B inh,PfGluPho inh,HKDC1 inh
CN(C)c1ccc(S(=O)(=O)NCC(=O)N2CCN(S(=O)(=O)c3cccc(F)c3)CC2)cc1[N+](=O)[O-],-18.9,10.1,7.7
Nc1[nH]c(=O)nc2snnc12,4.4,10.0,-2.2
CNc1nc(-c2ccc3c(c2)CCN3C(=O)c2ccccc2F)cs1,-2.4,51.9,-6.4
COc1ccc(C(CNC(=O)c2ccc(C)c(S(=O)(=O)N3CCCCC3)c2)N2CCCC2)cc1 (stereo not given),-18.8,-0.6,-1.9
O=C(COc1cccc2ccccc12)Nc1ccc(Cl)cc1C(=O)O,-0.5,75.0*,20.1
O=S(=O)(Cc1ccccc1)NC1c2ccccc2Oc2ccccc21,-5.5,4.8,-4.2
COc1cccc(C2CC(c3ccccc3Cl)Nc3ncnn32)c1 (stereo not given),2.5,-14.3,-6.8
COc1ccc(Br)cc1/C=N/Nc1ccc(S(=O)(=O)Nc2ccccc2C(=O)O)cc1[N+](=O)[O-],12.8,-45.5,7.3
COc1ccc2c(c1)/C(=C/c1cc(OC)c(OC)c(OC)c1)C(=O)N2,-4.2,-4.8,0.8
C[C@@H]1CN[C@@H](CCO)/C1=C\c1ccccc1,0.2,8.8,-4.5
CN(C)C(=S)N=c1ssc(=S)n1Cc1cccnc1,-4.8,54.6,-18.9
O=C(CCn1c(=O)c2ccccc2n(Cc2ccccc2)c1=O)NCc1ccc2c(c1)OCO2,3.2,-2.6,-4.9
Cc1ccc(-n2c(Cl)c(Cl)nc(Cl)c2=O)cc1,-10.4,26.4,1.9
COc1cc(C2c3cc4c(cc3OC(C)(N3CCCC3)C2C)OCO4)cc(OC)c1OC (stereo not given),13.0,18.8,-1.6
CCOc1cccc(C2C(C(=O)c3ccc(C)o3)=C(O)C(=O)N2c2nnc(C)s2)c1 (stereo not given),-3.2,9.6,0.9
CCOC(=O)C1=C(O)/C(=C/c2ccc(-c3ccccc3C(=O)O)o2)SC1=Nc1ccc(C)cc1,-0.9,0.6,10.3
COCCN(C(=O)COC(=O)C12CC3CC(CC(C3)C1)C2)c1c(N)n(Cc2ccccc2)c(=O)[nH]c1=O,-65.9,1.7,-4.8
O=C(Nc1cccc(Cl)c1)OCCOC(=O)Nc1cccc(Cl)c1,3.5,28.6,-3.3
Cc1ccc(NC(=O)c2cc(S(=O)(=O)N3CCOCC3)ccc2Cl)cc1S(=O)(=O)N1CCOCC1,-41.0,6.4,-3.5
CC1=C(C#N)c2nc(N)c(C#N)c(C)c2/C1=C\c1ccc(-c2ccccc2C(=O)O)o1,13.8,12.6,16.9
O=C(C1CC(=O)N(c2ccc3c(c2)OCCO3)C1)N1CCN(S(=O)(=O)c2cccc(F)c2)CC1 (stereo not given),-6.8,-11.8,0.0
OC(c1ccc2ccccc2n1)c1c(Cl)cccc1Cl (stereo not given),2.6,-6.4,-2.6

# Three compounds from above, sorted by the number in ATG4B inh, lowest first.
mol	ATG4B inh	PfGluPho inh	HKDC1 inh
Cc1ccc(NC(=O)c2cc(S(=O)(=O)N3CCOCC3)ccc2Cl)cc1S(=O)(=O)N1CCOCC1	-41.0	6.4	-3.5
C[C@@H]1CN[C@@H](CCO)/C1=C\c1ccccc1	0.2	8.8	-4.5
CC1=C(C#N)c2nc(N)c(C#N)c(C)c2/C1=C\c1ccc(-c2ccccc2C(=O)O)o1	13.8	12.6	16.9

# Remaining list, next part:
SMILES,ATG4B inh,PfGluPho inh,HKDC1 inh
CCOc1cc(C=NN2CCCCCC2)ccc1O,-0.1,50.2,1.1
CCC(C)C(N)C1=NC(C(=O)N[C@@H](CC(C)C)C(=O)N[C@H](CCC(=O)O)C(=O)N[C@H](C(=O)N[C@H]2CCCCNC(=O)[C@H](CC(N)=O)NC(=O)[C@@H](CC(=O)O)NC(=O)[C@H](Cc3cnc[nH]3)NC(=O)[C@@H](Cc3ccccc3)NC(=O)[C@H]([C@@H](C)CC)NC(=O)[C@@H](CCCN)NC2=O)[C@@H](C)CC)CS1 (stereo not given in full),-2.8,-5.3,-6.4
Cc1cc(C)c(C(=O)CSc2nnc(-c3ccccc3Br)o2)cc1C,4.5,6.7,-3.7
CC(C)(C)OC(=O)N(Cc1ccccc1)Cc1ccc(OCc2cccc(NC(=O)C3CC3)c2)cc1,5.3,24.9,-3.1
Cc1c(NS(=O)(=O)c2cccc(C(=O)Nc3ccc(SC(F)F)cc3)c2)c(=O)n(-c2ccccc2)n1C,-28.6,8.7,5.5
CC[C@H]1c2[nH]c3ccc(C(C)C)cc3c2[C@@H]2CCN3C(=O)CCC[C@H]1[C@H]23,-3.7,22.7,1.4
COc1ccc2c(c1)N(C[C@H](C)CN(C)C)c1ccccc1S2,-8.9,13.1,3.1
O=C1NC(=O)C(CCc2ccccc2)(c2ccccc2)N1 (stereo not given),-9.6,-4.5,-7.1
CCCNC(=O)c1c(O)c2cccc3c2n(c1=O)CCC3,-1.3,-18.6,-10.3
CON(C)C(=O)/C=C/c1ccc([B-](F)(F)F)cc1,2.8,-13.9,1.3
O=C(CN(Cc1ccco1)C(=O)c1cccc(F)c1)Nc1ccccc1C(F)(F)F,-4.0,-11.8,-6.4
Cc1noc(C)c1COc1ccccc1C(=O)N1CCN(S(=O)(=O)c2ccccc2Br)CC1,-1.2,-14.6,3.8
Cc1cccc(N=NC(=S)NNc2cccc(C)c2)c1,-5.0,37.4,-30.7
O=C(N/N=C\c1ccc(CNS(=O)(=O)c2ccc(Cl)cc2)o1)C(=O)Nc1ccc(Oc2ccccc2)cc1,9.6,-9.7,-6.4
CCOc1ccccc1C=NN=Cc1ccccc1O,2.9,15.4,-0.5
O=C(N1CCc2cc(S(=O)(=O)NC[C@H]3O[C@@H](n4ccc(=O)[nH]c4=O)[C@H](O)[C@@H]3O)ccc2C1)C(F)(F)F,0.9,0.2,0.4
COc1ccc(S(=O)(=O)NCC(c2cccnc2)N2CCN(c3ccc(F)cc3)CC2)cc1C (stereo not given),-9.5,4.6,0.2
O=c1cc2c(c(-c3ccccc3)n1Cc1ccccc1)[C@H](CCO)NC2,-1.1,14.5,-4.3
Cc1ccc(S(=O)(=O)N(CCC(=O)NCC(c2ccccc2)N(C)C)c2ccccc2)cc1 (stereo not given),-12.3,3.2,0.2
O=S(Cc1ccccc1)Cc1ccccc1,7.2,-7.1,-6.6
O=C1c2ccccc2C(=O)N1N(c1ccccc1)c1ccccc1,2.0,-5.6,-0.6
OCCCNc1nc(-c2ccc(Cl)cc2)nnc1-c1ccc(Br)cc1,29.6,10.5,-2.3
CCCS(=O)(=O)N1CCCC(C(=O)NCCCN2CCN(c3cccc(Cl)c3)CC2)C1 (stereo not given),-8.8,3.0,-7.5
CCN(CC)CCOC(=O)c1ccc(N=CC2=C(O)CC(C)(C)CC2=O)cc1,1.7,-2.3,-4.2
O=C(CSc1ncn[nH]1)c1ccccc1,5.4,30.9,5.0
CC(=O)Nc1ccc(S(=O)(=O)NN=Cc2ccc(Cl)c(Cl)c2)cc1,-4.9,-49.7,-1.2
CCOC(=O)Nc1c(Cl)[nH]c(=O)n(C)c1=O,-5.8,-1.8,-5.3
O=C(CC1C[C@H](C(=O)N2CCOCC2)[C@@]2(CCC3CCCC3)c3[nH]c4ccccc4c3CCN2C1=O)NCc1cccc(C(F)(F)F)c1 (stereo not given in full),-1.1,6.3,1.6
CCN1C(=N)N(c2ccccc2)C(=O)C(CC)(CC)C1=O,-13.8,14.8,-0.2
Cc1cc(NC(=O)c2cc3ccccc3o2)no1,-0.5,22.6,5.4
CCCCn1c(N)c(N(CCC(C)C)C(=O)CSc2nc3ccccc3n2C)c(=O)[nH]c1=O,-14.8,10.2,-2.4
CC12CCC(=O)C=C1CCC1C2C(O)CC2(C)C1CCC2(O)C(=O)COC(=O)COCC(=O)O (stereo not given),-3.9,-4.8,-5.4
Cc1ccc(NC(=O)Cn2c(=O)ccn(Cc3ccccc3)c2=O)cc1S(=O)(=O)N1CCOCC1,-8.8,1.5,-4.1
CCC(=O)Nc1nnc(C)s1,-7.0,1.4,0.9
CCN(CC)c1ccc(/C=N/NC(=O)c2ccco2)cc1,-6.5,8.0,6.7
Cc1ccc(OC(=O)c2ccccc2)cc1C,15.0,14.5,-3.3
O=C(O)C(Cc1ccc(OS(=O)(=O)Cc2ccccc2)cc1)NS(=O)(=O)Cc1ccccc1 (stereo not given),2.6,-33.9,-3.4
OC(CCCN1CCCCC1)(c1ccccc1)c1ccc(C(F)(F)F)cc1 (stereo not given),6.5,3.3,-8.5
O=S(=O)(CS(=O)(=O)Oc1ccccc1)Oc1ccccc1,-1.3,19.3,-5.1
S=C(NN=Cc1ccc2c(c1)OCO2)NN=Cc1ccc2c(c1)OCO2,-2.2,6.7,-7.2

# Part of the list above, as labelled records.
SMILES: Cc1ccc(OC(=O)c2ccccc2)cc1C
- ATG4B inh: 15.0
- PfGluPho inh: 14.5
- HKDC1 inh: -3.3
SMILES: O=C(O)C(Cc1ccc(OS(=O)(=O)Cc2ccccc2)cc1)NS(=O)(=O)Cc1ccccc1 (stereo not given)
- ATG4B inh: 2.6
- PfGluPho inh: -33.9
- HKDC1 inh: -3.4
SMILES: OC(CCCN1CCCCC1)(c1ccccc1)c1ccc(C(F)(F)F)cc1 (stereo not given)
- ATG4B inh: 6.5
- PfGluPho inh: 3.3
- HKDC1 inh: -8.5
SMILES: O=S(=O)(CS(=O)(=O)Oc1ccccc1)Oc1ccccc1
- ATG4B inh: -1.3
- PfGluPho inh: 19.3
- HKDC1 inh: -5.1

# Continued.
SMILES,ATG4B inh,PfGluPho inh,HKDC1 inh
O=C1ON=C(c2ccccc2)/C1=C/c1ccc(-c2ccccc2[N+](=O)[O-])o1,69.4*,53.8,28.2
CC(C)n1cc2c(N)ncnc2n1,0.8,-0.2,-4.5
CN(C(=O)C=Cc1ccco1)c1ccccc1,-4.4,19.4,-4.5
CCOc1ccc(NC(=O)CN(C)C(=O)C2CC(=O)N(CCc3ccc(OC)c(OC)c3)C2)cc1OCC (stereo not given),5.6,-7.7,-5.8
CCOCCCn1c(SCC(=O)Nc2oc(C)c3c(C)n[nH]c(=O)c23)nc2ccccc2c1=O,-2.4,-2.1,-1.1
Cc1ccc(C=NNc2ccc([N+](=O)[O-])cn2)cc1,-0.4,10.2,-2.0
Cc1ccc(OCC(=O)O)c(O)c1,-4.4,-4.0,-4.7
O=C(NCc1ccccn1)C1CCCN(S(=O)(=O)c2cc(Cl)ccc2Cl)C1 (stereo not given),3.6,8.6,7.5
COc1ccc(C(CNC(=O)c2cccc(NS(=O)(=O)c3ccccc3)c2)N2CCCC2)cc1 (stereo not given),1.9,49.7,-2.2
O=C1CCC[C@@H]2Cc3nc4ccccc4cc3[C@@H]3CCN1[C@H]23,1.6,-7.7,-7.2
COc1ccc(CNC(=O)CN(CC2CCCO2)C(=O)CNS(=O)(=O)c2ccc(F)cc2)cc1 (stereo not given),1.1,5.1,-6.8
C#CCOCCOCCOCCNc1nc(N2CCN(C(=O)[C@H](CO)n3cc([C@@H](N)C(C)C)nn3)CC2)nc(N2CCN(C(=O)[C@H](CO)n3cc([C@@H](N)C(C)C)nn3)CC2)n1,-12.0,9.1,2.8
O=C(CCSCCC(=O)NN=Cc1ccccc1O)NN=Cc1ccccc1O,-17.7,53.6,-11.2

# Screening results: PubChem BioAssay, Sanford-Burnham Center for Chemical Genomics
